Assay outcomes as filed in PubChem BioAssay.
GALK inhibitor – inhibits human galactokinase. P51570. recombinant GALK, Kinase-Glo ATP luminescence, 1 h. Potency, µM (doses to about 57.5 µM), inactives show at the highest dose activity, negative = inhibition, hits mostly inhibitors. 44,000 tested, under 10 active. AID 1347072;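 note: plate controls were full GALK reaction for no effect and reaction lacking GALK for full effect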
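5 nM GALK; 35 uM ATP; 100 uM D-galactose; 20 mM HEPES pH 8.0, 5 mM MgCl2, 60 mM NaCl, 1 mM DTT, 0.01% BSA; 1 h RT; Kinase-Glo Plus luminescence.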
FH mod – Identification of activators of human fumarate hydratase by quantitative high-throughput screening | hit rate 0.22% among 54,000 | FH coupled MDH/diaphorase resazurin fluorescence, 15 min | Potency, µM (top dose mostly 79.9 µM), for the others: at the top dose activity change, negative = inhibition, hits mostly inhibitors | AID 1347055, 2019; note: potency is the fitted concentration of half-maximal effect; % is set by controls: 0 for no effect and ±100 for the full control effect; the screen sought activators but most active calls are inhibition curves; nearly all actives have a fitted effect of over 45% in size
TSG101-PTAP inh – blocks PTAP binding to human TSG101, validation | Q99816 | Fluorescence polarization, FITC-PTAP peptide/Tsg101, 20 min | Potency, µM (series often up to 115 µM), for inactives: at the highest dose activity change, negative = inhibition, hits mostly inhibitors | 44,000 tested, under 10 active; note: potency is the fitted concentration of half-maximal effect; 0% is about no effect
Target sequence (Q99816 whole entry, looked up): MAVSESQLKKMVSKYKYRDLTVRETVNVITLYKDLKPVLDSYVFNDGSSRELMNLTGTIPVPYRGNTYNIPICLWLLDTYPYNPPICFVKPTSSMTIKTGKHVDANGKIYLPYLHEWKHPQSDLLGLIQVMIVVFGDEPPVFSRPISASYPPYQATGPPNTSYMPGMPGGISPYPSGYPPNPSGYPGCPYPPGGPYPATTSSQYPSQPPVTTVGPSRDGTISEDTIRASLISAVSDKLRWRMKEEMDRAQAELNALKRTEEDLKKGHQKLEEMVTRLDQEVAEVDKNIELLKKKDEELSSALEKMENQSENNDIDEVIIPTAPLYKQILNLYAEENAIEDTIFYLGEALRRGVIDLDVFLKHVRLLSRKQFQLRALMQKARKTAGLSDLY
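Compounds pinned into 10 uM Tsg101 binding domain, then 50 nM FITC-PTAP peptide added in pH 7.5 HEPES buffer; FP read after 20 min, room temperature. Total S+P intensity flags fluorescent compounds; active cut-off <25 µM, efficacy <60%.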
p53null 32C kill – kills p53 null cells at the permissive temperature. hit rate 0.62% among 55,000. H1299-neo p53 null cells, ATP luminescence, 24 h, 32C. Potency, µM (titrated, usually from 46.1 µM), for inactives: top-dose activity change, negative = cytotoxicity, most hits filed as cytotoxic. AID 903;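 note: potency is the fitted concentration of half-maximal effect; 0% = DMSO only and -100% = full killing by 100 µM tamoxifen; nearly all actives have a fitted effect of over 55% in size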
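Cytotoxicity: H1299-neo (no p53), 32C, 24 h treatment. Concentrations up to 46 uM. Readout cellular ATP, luminescence. Normalization to DMSO basal and tamoxifen 100 uM maximal kill.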
B2AR arrestin ag – beta-arrestin recruitment by human beta2-adrenergic receptor ligands | HTLA Tango cells, beta-arrestin recruitment, luciferase luminescence, 18 h | Potency, µM (series often up to 46.1 µM), for the others: at the top dose activation, actives largely listed as activators | 44,000 tested, under 10 active | AID 1347077;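 note: potency is the fitted concentration of half-maximal effect; 0% = DMSO and full agonism = EC100 isoproterenol or metaproterenol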
Target sequence (P07550 whole entry, looked up): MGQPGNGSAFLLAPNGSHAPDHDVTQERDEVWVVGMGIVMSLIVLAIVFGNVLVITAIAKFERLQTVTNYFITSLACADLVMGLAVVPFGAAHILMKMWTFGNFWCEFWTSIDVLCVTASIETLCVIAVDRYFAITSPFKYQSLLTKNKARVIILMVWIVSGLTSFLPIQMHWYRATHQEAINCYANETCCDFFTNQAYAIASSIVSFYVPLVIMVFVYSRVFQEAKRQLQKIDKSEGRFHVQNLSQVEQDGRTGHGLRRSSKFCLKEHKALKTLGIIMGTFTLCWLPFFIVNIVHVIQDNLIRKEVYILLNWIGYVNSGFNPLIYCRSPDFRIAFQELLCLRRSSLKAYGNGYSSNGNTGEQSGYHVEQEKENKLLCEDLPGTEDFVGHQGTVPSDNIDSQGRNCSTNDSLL
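Tango cell line, 1% FBS DMEM; cpd titration up to 46 microM; 18 hr, 37 degrees C, 5% CO2. Luciferin/ATP substrate mix added, 15 min RT, luminescence. %Activity, CRC fitting, curve-class categorization.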
p53null 39C tox – selectivity test: cytotoxicity in p53 null cells, nonpermissive temperature; hit rate 0.97% among 55,000; AID 904; H1299 p53-null (neo) cells, 39C, ATPlite viability, 24 h; Potency, µM (highest dose often 46.1 µM), without a hit: top-dose activity, negative = cell killing, most hits filed as cytotoxic;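 note: potency is the fitted concentration of half-maximal effect; 0% = DMSO only and -100% = full killing by 100 µM tamoxifen; nearly all actives have a fitted effect of over 50% in size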
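ATP-luminescence viability readout (ATPlite, 20 min RT) after 24 hr compound treatment at 39C of H1299-neo or H1299-p53A138V cells; titration up to 46 uM; normalized to DMSO and 100 uM tamoxifen; Hill-fit AC50.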
NTMT1 inhibitor – NTMT1 methyltransferase inhibition. Q9BV86. Potency, µM (series often up to 114 µM), for the others: at the highest dose activity change, negative = inhibition, most hits filed as inhibitors. hit rate 2.5% among 59,000. NTMT1 MTase-Glo SAH luminescence, purified enzyme. AID 1645870;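 note: potency is the fitted concentration of half-maximal effect; plate controls were DMSO vehicle for no effect and no enzyme for full effect; nearly all actives have a fitted effect of over 65% in size; many of its hits are not listed in these tables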
Target sequence (Q9BV86 whole entry, looked up): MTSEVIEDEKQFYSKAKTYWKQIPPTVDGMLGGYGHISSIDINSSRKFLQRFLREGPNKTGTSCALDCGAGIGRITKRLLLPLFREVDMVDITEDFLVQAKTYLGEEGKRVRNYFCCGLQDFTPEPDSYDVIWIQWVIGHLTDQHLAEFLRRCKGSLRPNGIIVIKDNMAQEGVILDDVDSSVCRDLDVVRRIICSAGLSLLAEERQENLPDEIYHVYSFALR
Numbers without * were called inactive; ? = inconclusive; · = no result given; [ ] = dose if it differs, or a comment. Calls come from the whole dose curve; as a rule, active = well fitted curve in the direction sought with a large enough effect; inconclusive = small, poorly fitted or top-dose-only effect, or another doubt; inactive = no such curve, though single readings can be large; an effect the other way counts as inactive or inconclusive. An excerpt. The share of hits here may be higher or lower than overall.

SMILES	GALK inhibitor	FH mod	TSG101-PTAP inh	p53null 32C kill	B2AR arrestin ag	p53null 39C tox	NTMT1 inhibitor
COc1ccc(NC(=O)Cc2c(C(=O)O)[nH]c3ccccc23)cc1OC	6%	-24%	-1%	-9%	0%	30%	-3%
CSc1ccc(-c2nc3c(C)cccn3c2Nc2ccc3c(c2)OCCO3)cc1	-9%	?	-2%	8%	-2%	-4%	?
COc1cccc(CNC(=O)c2c(C)oc3ncnc(N4CCOCC4)c23)c1	3%	8%	0%	-3%	-1%	-2%	-18%
COc1ccc(NC(=O)CSc2ccc(-c3cccs3)nn2)cc1	-1%	-27%	-4%	-13%	0%	-14%	-15%
CCn1cc(/C=C(\NC(=O)c2ccc(C)cc2)C(=O)NCCCn2ccnc2)c2ccccc21	-1%	12%	-9%	8%	-1%	-2%	8%
COc1cc(NC(=O)CN2CCN(c3ccc(F)cc3)CC2)cc(OC)c1	?	-23%	-3%	-2%	0%	-25%	3%
CN(C)c1ccc(C(CNS(=O)(=O)c2ccc(Br)cc2)N2CCOCC2)cc1 (stereo unspecified)	-3%	1%	-7%	1%	1%	-1%	-2%
COc1ccc(CCNS(=O)(=O)c2ccc(F)c(C(=O)Nc3ccc(Cl)cc3)c2)cc1OC	0%	-26%	-1%	52%[activator]	-1%	27%	9%
COc1ccc(S(=O)(=O)N2Cc3ccccc3CC2C(=O)Nc2cccc(C)c2)cc1OC (stereo unspecified)	3%	?	1%	-6%	0%	-7%	18%
CCOC(=O)c1sc2ccccc2c1S(=O)(=O)N1CCN(c2ccccc2)CC1	-1%	-6%	-1%	4%	-1%	6%	0%
COc1ccc(C)cc1Nc1ncnc2c1c(-c1ccccc1)cn2-c1ccc(C)cc1	-7%	-15%	-1%	-2%	-1%	-20%	-12%
CCc1nc2sc3c(N4CCC(C)CC4)ncnc3c2c2c1CCCC2	2%	·	-3%	-8%	0%	-5%	·
CCc1nn(CC(=O)NCCc2ccc(OC)cc2OC)c(=O)c2cc3occc3n12	-1%	3%	-1%	-1%	-2%	-9%	-2%
Cc1ccc2c(=O)c(C(=O)c3cccc(Cl)c3)cn(CC(=O)NCc3ccc(F)cc3)c2n1	1%	3%	9%	3%	-1%	-1%	-3%
Cn1c(=O)c(=O)n(C)c2cc(S(=O)(=O)N3CCCC3C(=O)Nc3cccc(F)c3)ccc21 (stereo unspecified)	3%	-15%	-1%	-5%	1%	0%	10%
O=C(Cn1nc(-c2ccc(Cl)cc2)c2ccccc2c1=O)Nc1cccc(C(F)(F)F)c1	0%	6%	-12%	30%[activator]	0%	33%[activator]	-4%
CNC(=O)CCCN1C(=O)c2cccnc2Sc2ccccc21	-1%	1%	0%	-5%	-1%	-5%	15%
Cc1cccc(-c2noc(CCCC(=O)NCc3ccco3)n2)c1	-3%	2%	3%	-10%	1%	-11%	0%
C=Cc1ccc(Cn2c(C(=O)O)c(CNC3CCCCC3)c3ccc(OC)cc32)cc1	-5%	-22%	-10%	-11%	-1%	-13%	-18%
O=C(Cn1nc(C(F)(F)F)c2c1CCC2)Nc1ccc(Cl)cc1	2%	-4%	-1%	-5%	-1%	-23%	0%
COc1ccc(N2CCN(C(=O)C3CCN(S(=O)(=O)c4cn(C)cn4)CC3)CC2)cc1	3%	-1%	-14%	-2%	-1%	4%	-8%
CCc1cccc(C)c1NC(=O)CSc1nc2ccccc2nc1N1CCOCC1	5%	?	4%	12%	-1%	6%	7%
CCCC(CCC)C(=O)Nc1nnc2n1CCS2	0%	10%	-8%	0%	1%	-3%	11%
CC(=O)c1cccc(NC(=O)Cn2ccn3nc(-c4ccccc4)cc3c2=O)c1	0%	7%	-2%	2%	0%	-12%	11%
CCc1ccc(Nc2nnc(-n3nc(C)cc3C)c3ccccc23)cc1	3%	-38%	4%	2%	-2%	-8%	2%

SMILES	GALK inhibitor	FH mod	TSG101-PTAP inh	p53null 32C kill	B2AR arrestin ag	p53null 39C tox	NTMT1 inhibitor
CCC(C)NC(=O)Cn1c(=O)c2cccn2c2ccc(F)cc21 (stereo unspecified)	1%	-5%	-1%	5%	1%	-12%	-12%
Cc1ccc(-c2nc3c(c(SCC(=O)N4CCCCC4)n2)Cc2cc(C)ccc2O3)cc1	-9%	-1%	-4%	-4%	0%	16%	0%
CN(Cc1ccc(F)cc1)S(=O)(=O)c1nnc(NC(=O)c2ccccc2Br)s1	0%	?	0%	-9%	4%	-9%	-10%
COc1cc(OC)c(NC(=O)c2c(C)oc3ncnc(N4CCCCC4)c23)cc1Cl	2%	-8%	-5%	2%	-1%	-8%	-8%
Cc1oc(-c2cccc(Cl)c2)nc1CS(=O)(=O)CC(=O)NC(C)CCc1ccccc1 (stereo unspecified)	0%	-21%	-3%	44%[activator]	0%	-14%	?
COc1cccc(-n2c(SCC(=O)Nc3c(C)cc(C)cc3C)nc3c([nH]c4ccccc43)c2=O)c1	0%	6%	-1%	4%	1%	17%	19%
CCN(CC)c1cc(C)c2cc(NC(=O)c3ccc(OC)c(OC)c3)ccc2n1	-6%	-29%	0%	0%	-2%	-8%	?
O=c1cc(-c2ccccc2)n2c(SCc3ccccc3)nnc2[nH]1	-1%	-3%	0%	-12%	0%	13%	?
COc1ccccc1Cn1c(CNS(=O)(=O)c2cccc([N+](=O)[O-])c2)nc2cccnc21	2%	5%	1%	-4%	0%	0%	16%
CCOC(=O)c1c(C)[nH]c(C)c1S(=O)(=O)NCC(=O)Nc1cccc(C(F)(F)F)c1	1%	7%	0%	-1%	-1%	-11%	1%
O=C(c1ccc2c(c1)N(Cc1ccc(F)cc1)C(=O)c1ccccc1S2(=O)=O)N1CCN(Cc2ccccc2)CC1	9%	-20%	-11%	-1%	0%	14%	1%
O=C(COc1ccc(Cl)cc1)OCc1cc(=O)n2nc(C3CCCCC3)sc2n1	2%	-11%	0%	8%	1%	-5%	13%
Cc1cccc(-c2nc(CN3CCCC(C(=O)N4CCN(c5cc(Cl)ccc5C)CC4)C3)c(C)o2)c1 (stereo unspecified)	8%	?	0%	0%	1%	?	?
Cc1ccc(O)c(NC(=O)c2cc(-c3ccc(F)cc3)no2)c1	0%	4%	-6%	19%	1%	-2%	1%
O=S(=O)(c1ccc(Cl)cc1)c1nc(-c2ccccc2Br)oc1N1CCOCC1	1%	-13%	0%	0%	1%	-5%	-13%
CCOC(=O)c1nc(Nc2ccc(OC)cc2)c2ccccc2n1	3%	-13%	-2%	-25%	-1%	-2%	-11%
Cc1c(CCNC(=O)c2ccc(C(F)(F)F)cc2)sc2nc(-c3ccc(F)cc3)nn12	-3%	0%	-4%	-2%	-4%	36%[activator]	-12%
CCOC(=O)c1ccc(NC(=O)CN(c2ccc(C)cc2)S(=O)(=O)c2c(C)noc2C)cc1	8%	?	3%	23%	1%	13%	2%
O=C(CCC1CCCC1)N1CCc2c([nH]c3ccccc23)C1c1ccc(Cl)cc1 (stereo unspecified)	2%	-13%	4%	-18%	-1%	18%	11%
COc1ccc(-n2c(=O)c3c(c4cc(OC)ccc4n3C)n(Cc3ccc(F)cc3Cl)c2=O)cc1	0%	-5%	-6%	2%	0%	11%	3%
COCCCNC(=O)CCCn1c(=O)c2cccn2c2cccnc21	0%	6%	1%	0%	0%	0%	15%
CCOc1ccc(NC(=O)Cn2cnc3nc4c(cc3c2=O)CCCC4)cc1	-5%	5%	-3%	-7%	0%	-6%	-8%
CCC(Oc1ccc(F)cc1)C(=O)Nc1nc(-c2ccc(F)cc2)ns1 (stereo unspecified)	-1%	-21%	1%	6%	-1%	?	5%
CCOc1ccccc1N(CC)C(=O)c1ccc2c(=O)n3c(nc2c1)CCCCC3	3%	?	0%	0%	-2%	-6%	-25%
Fc1ccc(NCc2ccccc2-c2nnc(-c3ccccc3Cl)o2)cc1	-9%	-11%	1%	-5%	1%	3%	8%

SMILES	GALK inhibitor	FH mod	TSG101-PTAP inh	p53null 32C kill	B2AR arrestin ag	p53null 39C tox	NTMT1 inhibitor
CCCCN(CCCNC(=O)c1cc(Nc2cccc(SC)c2)nc2ccccc12)Cc1ccccc1	-1%	?	-3%	-19%	0%	5.6µM*	3%
CC1CCN(CCCNC(=O)c2cc(Sc3ccc(F)cc3)nc3ccccc23)CC1	0%	0%	5%	-6%	0%	-3%	?
COc1cc(OC)c(Nc2nc3ccc(C)cc3n3nnnc23)cc1Cl	-3%	·	-3%	-10%	0%	13%	·
O=C(NCC(c1cccs1)S(=O)(=O)c1cccs1)c1ccccc1F (stereo unspecified)	1%	-5%	-1%	-7%	-4%	-1%	1%
COCCCNC(=O)C1CCCN(c2ncnc3onc(C)c23)C1 (stereo unspecified)	1%	-2%	3%	-9%	-1%	-2%	4%
O=C(Cc1ccccc1)Nc1c(C(=O)c2ccccc2)oc2ccccc12	0%	2%	-2%	5%	0%	-8%	11%
COc1ccccc1NC(=O)Cn1c(=O)n(Cc2ccco2)c(=O)c2cccnc21	-2%	-3%	-6%	-7%	0%	-10%	1%
CCOc1ccc(-n2c(SCC(=O)NCc3ccccc3)nc3n[nH]c(C)c3c2=N)cc1	-4%	-3%	-1%	-7%	3%	10%	?
O=C(C1CCCN(S(=O)(=O)c2cccc3nonc23)C1)N1CCN(c2cccc(C(F)(F)F)c2)CC1 (stereo unspecified)	3%	-12%	2%	12%	1%	-4%	-28%
Cc1ccc(-n2cnc3cc(C(=O)NCc4ccccc4Cl)ccc32)c(C)c1	3%	-22%	-10%	36%[activator]	3%	8%	7%
Cc1cccc(N2CC(c3nc4ccccc4n3CCC3CCCCC3)CC2=O)c1 (stereo unspecified)	2%	?	-7%	-2%	-3%	-14%	9%
Cc1c(Cl)cccc1NC(=O)CNS(=O)(=O)c1cccs1	-6%	2%	8%	0%	8%	23%	0%
COc1ccc(Cn2c(NCC(C)C)nc3c2c(=O)n(C)c(=O)n3C)cc1	0%	-3%	-3%	-5%	1%	4%	-8%
Cc1ccccc1NC(=O)C1CCN(C(=O)c2ccc(F)cc2)CC1	0%	4%	-9%	4%	1%	7%	3%

Some of the entries above in another layout.
O=S(=O)(c1ccc(Cl)cc1)c1nc(-c2ccccc2Br)oc1N1CCOCC1
  GALK inhibitor = 1% | FH mod = -13% | TSG101-PTAP inh = 0% | p53null 32C kill = 0% | B2AR arrestin ag = 1% | p53null 39C tox = -5% | NTMT1 inhibitor = -13%
CCOC(=O)c1nc(Nc2ccc(OC)cc2)c2ccccc2n1
  GALK inhibitor = 3% | FH mod = -13% | TSG101-PTAP inh = -2% | p53null 32C kill = -25% | B2AR arrestin ag = -1% | p53null 39C tox = -2% | NTMT1 inhibitor = -11%
Cc1c(CCNC(=O)c2ccc(C(F)(F)F)cc2)sc2nc(-c3ccc(F)cc3)nn12
  GALK inhibitor = -3% | FH mod = 0% | TSG101-PTAP inh = -4% | p53null 32C kill = -2% | B2AR arrestin ag = -4% | p53null 39C tox = 36%[activator] | NTMT1 inhibitor = -12%
